Source: PubChem (National Center for Advancing Translational Sciences (NCATS))
Vif-APOBEC3G blk = qHTS for Inhibitors of Vif-A3G Interactions: qHTS. DNA dC->dU-editing enzyme APOBEC-3G (Homo sapiens), Q9HC16. HeLa A3G-eYFP + Vif (tagged APOBEC3G with the HIV-1 protein that degrades it), YFP fluorescence, overnight. Potency, µM (top dose mostly 46.1 µM), for inactives: at the top dose activity, negative = active, actives largely listed as inhibitors. actives 0.076% (n = 410,000). AID 602310, 2012;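 note: % is set by controls: 0 for no effect and ±100 for the full control effect; nearly all actives have a fitted effect of over 60% in size; hits raise eYFP signal because A3G escapes Vif-driven loss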
Target sequence (Q9HC16 whole entry, looked up): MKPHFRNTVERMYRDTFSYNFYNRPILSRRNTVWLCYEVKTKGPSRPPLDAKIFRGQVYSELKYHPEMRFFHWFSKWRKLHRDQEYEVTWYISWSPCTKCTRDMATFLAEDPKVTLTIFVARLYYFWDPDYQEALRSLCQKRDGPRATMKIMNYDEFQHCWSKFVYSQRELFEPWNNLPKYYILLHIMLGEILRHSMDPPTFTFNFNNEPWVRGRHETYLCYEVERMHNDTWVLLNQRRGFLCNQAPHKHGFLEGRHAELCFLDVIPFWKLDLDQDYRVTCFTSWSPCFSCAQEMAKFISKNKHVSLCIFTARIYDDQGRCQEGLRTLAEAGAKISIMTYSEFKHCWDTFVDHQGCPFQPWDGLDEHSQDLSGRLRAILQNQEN
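HeLa cells stably expressing Vif and C-terminally eYFP-tagged A3G, seeded overnight at 37 deg C, then exposed to compound by pintool overnight at 37 deg C. Rise in yellow fluorescence (Ex 488/Em 500-530, Acumen) marks blocked Vif-driven A3G degradation.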
Vif-A3F inh = qHTS for Inhibitors of Vif-A3F Interactions: qHTS; HeLa A3F-eYFP + Vif (tagged APOBEC3F with the HIV-1 protein that degrades it), YFP fluorescence increase; Potency, µM (highest dose often 46.1 µM), without a hit: at the top dose activity, negative = active; actives 0.2% (n = 390,000); AID 602313, 2012; note: % of control where 0% means no effect; nearly all actives have a fitted effect of over 65% in size
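Fluorescence increase (Ex 488/Em 500-530) after overnight compound treatment at 37 deg C flags inhibition of Vif-driven A3F-eYFP loss in stable HeLa A3F-eYFP/Vif cells seeded overnight beforehand.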
IDH1 R132H inh = qHTS for Inhibitors of mutant isocitrate dehydrogenase 1 (IDH1): qHTS; Isocitrate dehydrogenase [NADP] cytoplasmic (Homo sapiens), O75874; IDH1-R132H enzyme, NADPH consumption, diaphorase/resazurin fluorescence; Potency, µM (titrated, usually from 76.6 µM), for the others: at the top dose activity change, negative = inhibition, usual class: inhibitors; actives 0.093% (n = 390,000); AID 602179, 2012; note: % is set by controls: 0 for no effect and ±100 for the full control effect; nearly all actives have a fitted effect of over 65% in size
Target sequence (O75874 whole entry R132H, stated change not applied): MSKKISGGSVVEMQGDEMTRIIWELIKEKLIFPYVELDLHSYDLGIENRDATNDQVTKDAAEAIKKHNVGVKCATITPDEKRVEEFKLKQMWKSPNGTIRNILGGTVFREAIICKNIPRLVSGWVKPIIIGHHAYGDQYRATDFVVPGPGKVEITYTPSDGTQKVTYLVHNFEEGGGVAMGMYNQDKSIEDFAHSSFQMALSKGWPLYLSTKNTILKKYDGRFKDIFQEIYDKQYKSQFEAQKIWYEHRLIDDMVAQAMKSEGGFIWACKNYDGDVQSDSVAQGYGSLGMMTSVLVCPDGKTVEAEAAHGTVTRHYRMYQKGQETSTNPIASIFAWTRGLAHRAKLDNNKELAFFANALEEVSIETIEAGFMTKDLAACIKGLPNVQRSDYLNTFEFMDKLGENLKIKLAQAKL
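IDH1-R132H (0.5 ug/mL) preincubated 30 min with compound, then NADPH (0.016 mM) and alpha-KG (2 mM) added; 80 min at RT, pH 7.5. Remaining NADPH coupled via diaphorase/resazurin to fluorescence (540/590 nm); concentration-response curves normalized to no-enzyme control.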
RXFP1 ag = qHTS Assay for Agonists of the Relaxin Receptor RXFP1. Relaxin receptor 1 (Homo sapiens), Q9HBX9. HEK293T-RXFP1 cAMP TR-FRET, 30 min; response scale: percent of porcine relaxin response, buffer zero. Potency, µM (series often up to 57.5 µM), for the others: top-dose activation, most hits filed as activators. actives 0.3% (n = 370,000). AID 2676, 2010; note: % is set by controls: 0 for no effect and ±100 for the full control effect; nearly all actives have a fitted effect of over 60% in size; many of its hits are not listed in these tables
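Agonist response is measured as cAMP accumulation in an RXFP1-transfected HEK293T line under PDE4 inhibition. Values are scaled between buffer-only and 29 nM porcine relaxin, and EC50s come from standard Hill equation fits.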
12-LOX inh = Primary qHTS assay for inhibitors of human arachidonate 12S-lipoxygenase (ALOX12): Round 2. Polyunsaturated fatty acid lipoxygenase ALOX12 (Homo sapiens), P18054. purified 12hLO, xylenol orange hydroperoxide absorbance. Potency, µM (doses to about 108 µM), inactives show at the top dose activity change, negative = inhibition, usual class: inhibitors. actives 1.1% (n = 580,000); note: % is set by controls: 0 for no effect and ±100 for the full control effect
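Hydroperoxide product was detected by ferrous iron/xylenol orange as the 573 to 405 nm absorbance ratio. Arachidonic acid at 40 uM (final) was turned over for 30 min at room temperature by 150 nM human 12hLO, pH 7.0 Hepes buffer, after 15 min compound preincubation.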
RGS4 inh = Inhibitors of Regulator of G Protein Signaling (RGS) 4: qHTS; Regulator of G-protein signaling 4 (Homo sapiens), P49798; Transcreener GDP fluorescence polarization, RGS4-accelerated GTP hydrolysis; Potency, µM (top dose mostly 114 µM), without a hit: at the top dose activity change, negative = inhibition, actives largely listed as inhibitors; actives 0.039% (n = 390,000); AID 504845, 2011; note: % is set by controls: 0 for no effect and ±100 for the full control effect; nearly all actives have a fitted effect of over 75% in size; some results filed as inactive show a strong effect at the top dose
Target sequence (P49798 whole entry, looked up): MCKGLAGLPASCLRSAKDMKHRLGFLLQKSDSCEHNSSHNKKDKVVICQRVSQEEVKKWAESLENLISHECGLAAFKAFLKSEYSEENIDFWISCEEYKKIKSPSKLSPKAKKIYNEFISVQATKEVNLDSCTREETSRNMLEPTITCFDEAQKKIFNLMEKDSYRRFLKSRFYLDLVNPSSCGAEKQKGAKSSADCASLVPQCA
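MLSMR compounds (23 nl, pin-transferred) preincubated 10 min at room temperature with a 500nM (2x) first reagent, then RGS4 at 900nM (2x) plus Transcreener GDP mix added; fluorescence polarization (620/688 nm) read before and after 90 min at 30 °C.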
TrxR1 substrate = qHTS Assay for Substrates of Mammalian Selenoprotein Thioredoxin Reductase 1 (TrxR1): qHTS | actives 0.01% (n = 390,000) | Potency, µM (highest dose often 114 µM), inactives show at the highest dose activity change, negative = substrate turnover | AID 588456, 2011 | purified TrxR1 substrate turnover, NADPH consumption readout | Thioredoxin reductase 1, cytoplasmic (Rattus norvegicus), O89049; note: % is set by controls: 0 for no effect and ±100 for the full control effect; nearly all actives have a fitted effect of over 50% in size
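Rat TrxR1, dispensed at 90 nM, was prereduced with 400 uM NADPH (final) for 5 min at ~22 deg C, then incubated with compound 15 min before 400 uM selenite. A first-read NADPH fluorescence drop versus no-compound background flagged substrates.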
rTrxR1 inhibitor = qHTS Assay for Inhibitors of Mammalian Selenoprotein Thioredoxin Reductase 1 (TrxR1): qHTS | recombinant rTrxR1, NADPH fluorescence consumption, selenite substrate | Potency, µM (titrated, usually from 114 µM), inactives show top-dose activity change, negative = inhibition, usual class: inhibitors | actives 1% (n = 390,000) | AID 588453, 2011; note: % is set by controls: 0 for no effect and ±100 for the full control effect; nearly all actives have a fitted effect of over 65% in size
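Rat TrxR1 (90 nM in the dispensed reagent) was pre-reduced with 400 uM NADPH for 5 min at room temperature, then incubated with compound for 15 min. After 400 uM selenite was added, NADPH fluorescence (Ex 340/Em 450 nm) was followed for 8 min.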
USP1-UAF1 inh = Inhibitors of USP1/UAF1: Primary Screen; AID 743255, 2014; actives 0.23% (n = 390,000); Potency, µM (highest dose often 57.1 µM), for inactives: at the top dose activity change, negative = inhibition, usual class: inhibitors; recombinant USP1/UAF1, Ub-Rhodamine cleavage fluorescence; note: % is set by controls: 0 for no effect and ±100 for the full control effect; nearly all actives have a fitted effect of over 60% in size; inactives centre near -12
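USP1/UAF1 complex at 1 nM was preincubated with compound for 15 min at room temperature, then Ub-Rho substrate (150nM final) was added. Fluorescence (480/540 nm) was read kinetically, 6 reads every 60 seconds.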
* marks the source's active call; other numbers are inactive results; ? = inconclusive; / = not tested or not shown; & = joins results of further samples; [ ] = remark or other dose. Calls come from the whole dose curve; as a rule, active = well fitted curve in the direction sought with a large enough effect; inconclusive = small, poorly fitted or top-dose-only effect, or another doubt; inactive = no such curve, though single readings can be large; an effect the other way counts as inactive or inconclusive. Potency is the fitted concentration of half-maximal effect.

SMILES | Vif-APOBEC3G blk | Vif-A3F inh | IDH1 R132H inh | RXFP1 ag | 12-LOX inh | RGS4 inh | TrxR1 substrate | rTrxR1 inhibitor | USP1-UAF1 inh
COc1ccccc1NC(=O)C(=O)N/N=C/c1ccc([N+](=O)[O-])s1 | 1% | -4% | -9% | 3.4% | -6% | 10% | -2% | -1% | -7%
CCOC(=O)c1sc(NC(=O)c2sccc2C)cc1C | -7% | -5% | 3% | 4.5% | -46% | -11% | 10% | -2% | -25%
Cc1cc(O)c(C(=O)/C=C/c2ccc(C(C)C)cc2)c(=O)o1 | -12% | 0% | 9% | 2.2% | ? | -21% | 0% | -6% | -21%
CSCCC(NC(=O)c1ccc([N+](=O)[O-])cc1Cl)C(=O)OC1CCCCC1=O (stereo not drawn) | -3% | 1% | -10% | -2.5% | -10% | 2% | 5% | 16% | -15%
O=C(NCc1ccccc1)C(=O)NCC1OCCCN1S(=O)(=O)c1cccs1 (stereo not drawn) | 2% | 8% | 0% | 1.4% | 398%[activator] | -11% | -4% | 16% | -19%
CCOC(CNC(=O)CN1C(=O)COc2ccc(S(=O)(=O)N3CC(C)CC(C)C3)cc21)OCC (stereo not drawn) | 0% | 3% | 1% | 0.8% | 8%[57.4 µM] | 17% | 12%[57.1 µM] | 12%[57.1 µM] | -8%
CCN1CCN(c2ccc(S(=O)(=O)N3CCOCC3)cc2NC(=O)c2ccc(Cl)s2)CC1 | 1% | -18% | 8% | 3.7% | 8% | 12% | 0% | 3% | -18%
O=C1OC(/C(=C\NCc2ccccc2)[N+](=O)[O-])c2ccccc21 (stereo not drawn) | 0% | -13% | 15% | 1.9% | 4% | -2% | -11% | -4% | -4%
CC(C)CCNC(=O)C1CCCCN1S(=O)(=O)c1ccc(F)cc1 (stereo not drawn) | -1% | 6% | -7% | -1.6% | 19% | -2% | 3% | 7% | -3%
COc1ccc(-c2nnc(SCC(=O)Nc3cccc(F)c3)s2)cc1 | -1% | -2% | -15% | ? | 1% | -31% | 1%[57.1 µM] | 0%[57.1 µM] | -22%
Cc1cc(C(=O)COC(=O)Cc2n[nH]c(=O)c3ccccc23)c(C)n1-c1ccc2c(c1)OCCO2 | -4% | -4% | 7% | -0.1% | -16% | -14% | 0% | -2% | -16%
Cc1cccc(NC(=S)N(CCN(C)C)C(C)c2ccccn2)c1 (stereo not drawn) | -6% | -1% | 4% | 0.2% | 4% | -17% | 3% | 16% | -11%
C#CCn1c(O)c(N=NC(=O)CNC(=O)/C=C/c2ccccc2)c2ccccc21 | -16% | 2% | 6% | -0.3% | ? | -15% | -7%[57.1 µM] | 18%[57.1 µM] | -13%
O=C(NC1CCCCC1)N1CCN(Cc2ccco2)CC1 | -2% | -3% | 5% | 0.7% | -5% | 8% | 7%[57.1 µM] | 11%[57.1 µM] | -22%
O=C(Nc1ccccc1C(=O)NCc1cccnc1)c1ccco1 | 0% | 0% | 8% | -1.0% | -2% | -25% | -4% | 1% | -4%
Cc1cc(Cl)ccc1OCC(=O)NC(=S)Nc1ccccc1N1CCOCC1 | -9% | -4% | 6% | -2.7% | -18% | -12% | -9% | -10% | -22%
Cc1ccc(N2C(=O)[C@@H]3[C@H](C2=O)C2c4ccccc4C=CN2[C@@H]3C(=O)c2ccco2)c(C)c1 (stereo partly drawn) | -9% | 5% | -8% | -1.8% | 14µM* | -34% | -16% | 14µM* | 4µM*
O=C1CCCN1CCCNS(=O)(=O)c1ccc(Br)cc1 | 1% | -8% | 4% | -0.4% | -3% | -26% | -12%[57.1 µM] | 21%[57.1 µM] | ?
FC(F)(F)c1cnc(Oc2ccccc2-c2nnco2)c(Cl)c1 | 0% | -1% | 14% | -2.2% | 11% | 1% | -10% | -13% | 0%
O=C(NCCCn1ccnc1)C(=O)NCC(c1cccnc1)N1CCN(c2ccc(F)cc2)CC1 (stereo not drawn) | -1% | -7% | 4% | 0.9% | / | 3% | 6%[57.1 µM] | ? | -4%
Cn1cc(C(=O)c2cccc(Cl)c2)cc1C#N | -7% | -3% | -4% | 0.1% | -8% | 12% | -1%[57.1 µM] | 3%[57.1 µM] | -9%
Cc1ccc(C2Nc3cccc4cccc(c34)N2)cc1 | -7% | ? | -1% | -0.6% | 156%[activator] | -53% | 7% | ? | -24%
NC(=O)CNC(=O)c1cccc(Cl)c1 | -1% | -1% | -8% | -1.0% | 97%[activator] | 16% | -15% | -17% | -11%
CCCCn1c(=O)c(C(=O)OCC)c(O)c2ccccc21 | 2% | -3% | 0% | 0.2% | 81%[activator] | 28% | 5%[57.1 µM] | -7%[57.1 µM] | 0%
CCc1nnc(NC(=O)CSc2nc3cccnc3n2Cc2ccccc2)s1 | -6% | 2% | 11% | 3.1% | -34% | -41% | 6% | 17% | -18%

As entered above:
`O=C1OC(/C(=C\NCc2ccccc2)[N+](=O)[O-])c2ccccc21` (stereo not drawn) in rTrxR1 inhibitor shows -4%
`Cc1cc(Cl)ccc1OCC(=O)NC(=S)Nc1ccccc1N1CCOCC1` in 12-LOX inh shows -18%

Sorted by the number under TrxR1 substrate (smallest number first): 4 from the list above.
| SMILES | RXFP1 ag | 12-LOX inh | RGS4 inh | TrxR1 substrate | rTrxR1 inhibitor | USP1-UAF1 inh |
| --- | --- | --- | --- | --- | --- | --- |
| NC(=O)CNC(=O)c1cccc(Cl)c1 | -1.0% | 97%[activator] | 16% | -15% | -17% | -11% |
| O=C1OC(/C(=C\NCc2ccccc2)[N+](=O)[O-])c2ccccc21 (stereo not drawn) | 1.9% | 4% | -2% | -11% | -4% | -4% |
| O=C(NCc1ccccc1)C(=O)NCC1OCCCN1S(=O)(=O)c1cccs1 (stereo not drawn) | 1.4% | 398%[activator] | -11% | -4% | 16% | -19% |
| COc1ccccc1NC(=O)C(=O)N/N=C/c1ccc([N+](=O)[O-])s1 | 3.4% | -6% | 10% | -2% | -1% | -7% |

More structures follow.
The line under a structure holds: Vif-APOBEC3G blk | Vif-A3F inh | IDH1 R132H inh | RXFP1 ag | 12-LOX inh | RGS4 inh | TrxR1 substrate | rTrxR1 inhibitor | USP1-UAF1 inh
O=C1CN(S(=O)(=O)c2cccc(Cl)c2Cl)CCN1
 : 1% | 5% | 3% | 1.0% | 4% | -9% | 4% | 6% | -11%
NS(=O)(=O)c1ccc(CCNC(=O)CNC(=O)COc2ccccc2)cc1
 : 3% | -9% | -9% | -2.5% | 7% | 6% | -3% | 5% | -1%
COc1cccc(CN2CCc3ccc(NC(=O)CCc4ccc(C)cc4)cc3C2)c1O
 : -1% | 2% | -3% | 1.4% | -29% | 7% | -1% | 21% | ?
COc1cc(NC(=O)c2ccccc2)c(OC)cc1NC(C)=O
 : -2% | 0% | 4% | -0.6% | ? | -12% | -4% | -7% | -5%
Cc1ccccc1NS(=O)(=O)c1ccc(OCC(=O)N2CCCCC2)cc1
 : 2% | 3% | 5% | -1.5% | 3% | 0% | 1% | -4% | -6%
COc1cc(NC(=O)C(NC(=O)C2CCC(C)CC2)C(C)C)cc(OC)c1OC (stereo not drawn)
 : -1% | -1% | 8% | 3.2% | -8% | -15% | -5%[2.29 µM] | 8%[2.29 µM] | ?
COc1cccc(C(=O)Cn2c(=N)n(C)c3ccccc32)c1
 : 1% | 1% | 1% | 2.7% | 15% | -7% | -8% | -8% | -15%
O=C1OCc2cccc([N+](=O)[O-])c21
 : -1% | -7% | 3% | 0.2% | 1% | -37% | -9% | -4% | -4%
Cc1cc(C)n2nc(C(=O)OCC(=O)Nc3ccc(C)c(F)c3)nc2n1
 : -3% | -4% | 8% | / | -2% | 19% | 2% | 10% | 3%
CC(=O)c1ccc(N2CCN(C(=O)c3cc4c(s3)CCCC4)CC2)cc1
 : -8% | 17% | -1% | 5.8% | 5% | -17% | 6%[11.4 µM] | 25%[11.4 µM] | -23%
COc1ccc(N=C(C)c2sc3ccccc3c2O)cc1
 : -6% | -18% | 8% | 5.4% | -7% | -3% | 0% | 13% | -21%
c1ccc(CCC2=NCCn3cccc32)cc1
 : -4%&0% | -12%&-6% | 5%&1% | 3.6% | 3%&-8% | 1%&7% | -7% | -16%&-7%[57.1 µM] | 4%&-14%
COC(=O)CNC(=O)c1ccccc1
 : 2% | -1% | 1% | / | 42%[activator] | 0% | 4% | 14% | -1%

Not all compounds are listed; the hit share may differ from the screen's.
